Assay outcomes (PubChem BioAssay)
A3G deaminase: inhibitors of human APOBEC3G DNA deaminase. recombinant A3G, ssDNA deamination FAM/TAMRA fluorescence. inhibition, % at 20 µM. 330,000 tested, 0.28% active. AID 493012;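 active = inhibition of at least 40% at 20 µM, with no more than 30% in the related APOBEC3A deaminase screen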;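 note: plate controls were DMSO wells with A3G for no effect and wells lacking A3G enzyme for full effect; some compounds called inactive have numbers as strong as hits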
Target sequence (Q9HC16 whole entry, looked up): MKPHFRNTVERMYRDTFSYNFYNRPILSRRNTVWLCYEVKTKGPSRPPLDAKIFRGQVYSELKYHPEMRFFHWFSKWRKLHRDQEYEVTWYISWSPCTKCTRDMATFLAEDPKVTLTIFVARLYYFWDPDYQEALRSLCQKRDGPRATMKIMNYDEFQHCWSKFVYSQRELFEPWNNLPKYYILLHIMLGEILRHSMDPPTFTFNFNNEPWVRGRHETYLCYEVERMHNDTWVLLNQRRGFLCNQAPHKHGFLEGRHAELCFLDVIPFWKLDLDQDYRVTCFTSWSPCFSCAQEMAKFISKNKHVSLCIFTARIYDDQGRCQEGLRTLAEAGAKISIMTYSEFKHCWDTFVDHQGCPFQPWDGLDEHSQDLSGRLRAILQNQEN
A3A deaminase: blocks human APOBEC3A ssDNA deamination; P31941; recombinant A3A, FAM/TAMRA ssDNA deamination fluorescence; inhibition, % at 20 µM; 330,000 tested, 0.41% active;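 active = at least 40% inhibition at 20 µM here, with at most 30% in a related deaminase screen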;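 note: plate controls were A3A with DMSO for no effect and wells lacking A3A enzyme for full effect; some results filed as inactive read as strong as hits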
Target sequence (P31941 whole entry, looked up): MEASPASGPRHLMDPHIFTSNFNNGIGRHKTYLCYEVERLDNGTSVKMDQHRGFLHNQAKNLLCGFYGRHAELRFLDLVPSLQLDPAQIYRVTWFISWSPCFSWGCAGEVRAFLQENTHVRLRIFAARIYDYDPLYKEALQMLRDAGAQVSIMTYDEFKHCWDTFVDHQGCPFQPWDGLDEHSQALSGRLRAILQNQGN
hIAP activ: human IAP activation. purified human IAP, CDP-Star luminescence, 30 min; hits give high values; 1 = vehicle-only enzyme, 0 = enzyme-free background. 330,000 tested, 0.16% active. activation factor at 10 µM;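 active = activation factor of the enzyme at least 2-fold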; note: the source names both 10 and 20 µM as test concentration; values of inactives mirror those of a sister screen read the other way
Target sequence (P09923 whole entry, looked up): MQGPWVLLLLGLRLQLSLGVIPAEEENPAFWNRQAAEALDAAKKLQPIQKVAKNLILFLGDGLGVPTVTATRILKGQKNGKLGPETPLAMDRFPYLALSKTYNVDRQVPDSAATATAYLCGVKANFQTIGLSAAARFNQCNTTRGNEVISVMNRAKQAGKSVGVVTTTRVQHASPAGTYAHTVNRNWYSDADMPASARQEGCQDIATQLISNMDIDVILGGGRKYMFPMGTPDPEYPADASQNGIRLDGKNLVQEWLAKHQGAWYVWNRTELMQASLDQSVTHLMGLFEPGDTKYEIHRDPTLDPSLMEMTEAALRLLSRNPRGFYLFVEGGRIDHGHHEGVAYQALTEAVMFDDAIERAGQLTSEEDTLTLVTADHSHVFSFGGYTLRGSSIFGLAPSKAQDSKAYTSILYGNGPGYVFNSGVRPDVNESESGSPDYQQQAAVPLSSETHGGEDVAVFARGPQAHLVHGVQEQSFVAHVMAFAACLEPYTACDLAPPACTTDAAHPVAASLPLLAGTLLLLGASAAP
mIAP activ: mouse IAP activation; 330,000 tested, 0.24% active; muIAP, CDP-Star luminescence, 30 min; hits give high values; 1 = vehicle-only enzyme signal, 0 = enzyme-free wells; activation factor at 10 µM;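 active = activation factor of at least 2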; note: the source names both 10 and 20 µM as test concentration; values of inactives mirror those of a sister screen read the other way
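Assay system: mouse IAP enzyme / Compound: DMSO-dissolved test compounds / Timing: 30 min, room temperature / Measured by: luminescence from enzymatic CDP-Star hydrolysis / Control set: DMSO-only wells, enzyme-free buffer wells as negative control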
MPTP block: blocks calcium-induced mitochondrial swelling; isolated mouse mitochondria, Ca2+ swelling absorbance, 30 min; inhibition, % at 10 µM; 360,000 tested, 1.4% active; AID 602449;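 active = inhibition of 50% or more, scaled per plate between neutral and stimulator controls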;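 note: 0% = DMSO wells given calcium and 100% = 1 mM EGTA wells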
mIAP inh: blocks mouse intestinal alkaline phosphatase; purified mouse IAP, CDP-Star luminescence, 30 min; inhibition, % at 10 µM; 330,000 tested, 0.2% active;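 active = inhibition of at least 40% at 10 µM in the primary screen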;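 note: plate controls were DMSO with enzyme for no effect and no enzyme wells for full effect; values of inactives mirror those of a sister screen read the other way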
GRIN3A LBD mod: modulators (binders) of human NR3A ligand-binding domain | NR3A LBD differential scanning fluorimetry, Tm shift; 0% = protein alone, 100% = glycine-bound protein | Tm shift relative to glycine control, % at 25 µM | 340,000 tested, 2.5% active;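 active = melting temperature shift of at least 10% of the positive control shift, at one fixed dose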
MIN6 prolif: MIN6 beta-cell proliferation induction. proliferation, % at 10 µM. AID 2380. 330,000 tested, 0.29% active. MIN6 cells proliferation, ATPlite luminescence, 48 h; cells starved in 0.2% serum; 100% = growth in 10% serum;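 active = compounds whose signal lies at least 3.5 SD above the mean of all wells on their plate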;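 note: 0% = DMSO-treated cells in low-serum medium and 100% = 10% serum control; some compounds called inactive have numbers as strong as hits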
hIAP inh: human IAP inhibition; P09923; purified IAP, CDP-Star luminescence, 30 min; inhibition, % at 10 µM; 330,000 tested, 0.12% active; AID 2544;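 active = inhibition reaching a set limit with compound at 10 µM in the primary screen, cut at about 35% in these data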;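 note: plate controls were DMSO wells with enzyme for no effect and no-enzyme buffer wells for full effect; values of inactives mirror those of a sister screen read the other way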
* hit, by the source's call; nt = no result given.

SMILES	A3G deaminase	A3A deaminase	hIAP activ	mIAP activ	MPTP block	mIAP inh	GRIN3A LBD mod	MIN6 prolif	hIAP inh
CC1Cc2nc(SCC(=O)N3CCCC3)n(C)c(=O)c2S1 (centres undefined)	-9	-3	0.88	1	0.1	-3	-6	1	12
O=C(Nc1ccc(C(=O)N2CCC(O)(c3ccc(Cl)c(C(F)(F)F)c3)CC2)cc1)c1ccc(Br)o1	-12	-4	1.2	0.97	-2.6	3	3	-7	-22
COc1ccc(-c2cc(C(F)F)n3ncc(C(=O)n4ccnc4C)c3n2)cc1	-3	0	1	0.99	-1.3	1	3	-4	-4
COc1ccccc1N(CC(=O)Nc1ccccc1)S(=O)(=O)c1cccs1	1	0	1.1	1.1	-0.3	-6	0	7	-14
COC(=O)c1cccc(-n2c(C)cc(C=O)c2C)c1C	-7	2	1	0.97	2.9	3	-4	-3	0
CC(C)(C)NC(=O)CN(C(=O)C(=O)Nc1ccc2c(c1)OCCO2)N1CCOCC1	-7	-2	1	1	-2.7	-4	-1	-1	0
COc1cc(/C=C/c2ccc3cccc(O)c3n2)cc(Cl)c1OC	-8	-4	1.1	0.94	1.2	6	-2	-5	-10
O=C(Nc1nnc(-c2ccccn2)o1)c1cccc(Br)c1	1	2	1.2	1	0.0	-4	-5	1	-20
O=C(Cc1ccc([N+](=O)[O-])cc1)N1N=C(c2ccncc2)CC1(O)C(F)(F)F (centres undefined)	-12	0	1	1.1	-2.5	-5	0	-2	0
Cc1nnc(NC(=O)C2CCN(C(=O)c3ccco3)CC2)s1	3	1	0.97	1.1	5.2	-8	2	0	3
CC(C)NC(=O)/C(C#N)=C\c1ccc(N(C)C)o1	-11	3	0.65	0.85	1.5	15	-3	4	35*
CCCCn1c(C)cc2cc(O)ccc21	-7	-5	1	1	0.5	-4	-6	-4	-3
CCn1cc([N+](=O)[O-])c(C(=O)Nc2ccc(Br)cn2)n1	3	0	1.1	0.94	-1.4	6	0	-4	-5
CCOC(=O)c1c(C)[nH]c(C)c1S(=O)(=O)NCC1CCN(Cc2cccc(Cl)c2)CC1	-1	1	1.3	1.2	-0.6	-19	1	-5	-33
Cc1nc2ccc(NC(=O)c3cccnc3)cc2s1	-8	5	0.95	0.95	4.3	5	1	0	5
COC(=O)c1ccccc1NC(=O)C/C(C)=N/NC(=O)Cc1ccc(Cl)cc1	-7	4	1.1	1	-0.2	-2	nt	0	-14
CCCSc1nnc(-c2ccccc2NC(=O)CC)c(=O)[nH]1	-5	-2	1.1	1	-0.4	-4	0	-1	-7
O=C(CCS(=O)(=O)c1cccs1)N1CCCC1	-8	-6	1.1	1	-0.2	-2	1	-2	-7
COc1ccccc1OCCC(=O)OCC(=O)Nc1ccc(Br)cc1F	-6	-3	0.96	1	-0.3	-4	1	-1	4
O=C(NC(=S)NC1C2CC3CC(C2)CC1C3)C12CC3CC(CC(C3)C1)C2 (centres undefined)	3	1	0.99	1	8.1	-1	-3	-7	1
CCC(=O)c1ccc(OCC(=O)Nc2nc(C)cs2)cc1	0	2	1.1	1	0.3	-4	0	-2	-7
O=C(Cn1nc(Cl)nc1Cl)c1ccc(F)cc1	-3	-1	0.96	1	0.1	-2	2	2	4
CC(=O)C(C)Oc1ccc2c3c(c(=O)oc2c1)CCCC3 (centres undefined)	-7	-4	0.92	1.1	0.2	-12	1	0	8
COc1ccccc1N(CC(O)CN(c1ccccc1)S(C)(=O)=O)S(=O)(=O)c1ccccc1 (centres undefined)	-9	-4	0.98	1.2	-2.3	-22	0	1	2
Cc1c(C(=O)O)sc2nc(/C=C/c3cccc(O)c3)[nH]c(=O)c12	-9	0	0.98	0.94	-1.3	6	-22	-5	2
Cc1c(Cl)c([N+](=O)[O-])nn1CCCC(=O)Nc1c(Cl)cccc1Cl	2	6	1.1	1.1	1.0	-6	-6	1	-11
Cc1cc(C)c(S(=O)(=O)N2CCCOC2CNC(=O)C(=O)NCCC2=CCCCC2)c(C)c1 (centres undefined)	-3	0	1.1	0.99	-1.0	0	-1	0	-7
O=C(Nc1ccc(NC(=S)NC(=O)C(c2ccccc2)c2ccccc2)cc1)c1ccccc1	-5	-4	1.2	0.89	2.7	11	1	-4	-18
O=c1c(-c2ccccc2)c(O)c2c(n1-c1ccccc1)CCCC2	0	1	0.97	1	-1.5	-2	-1	0	3
NC(N)=N/N=C/c1ccc(OCc2ccccc2Cl)cc1	8	1	1.1	1.1	8.8	-12	-86	-4	-9
CCC1Cc2c(nc(N)c3c(N)nc(N4CCCCC4)c(C#N)c23)O1 (centres undefined)	-6	-2	1.1	1.1	-1.1	-9	-9	-1	-10
CCc1ccc(N2Cc3ccccc3C2)cc1	5	3	0.99	0.93	0.5	7	1	-4	1
CC1(C)CC(=O)C=C(Nc2cccc(F)c2)C1	-8	-3	1	0.94	0.4	6	-4	-4	-2
CCC(C(=O)NCc1ccco1)n1nc(C)c2c(C)n(-c3ccc(C)cc3)nc2c1=O (centres undefined)	-4	0	1.1	0.98	-1.5	2	-3	-3	-10
Fc1ccc2cnc(-c3ccccc3)cc2c1	-3	-2	1	1.2	0.1	-18	1	-1	-1
Cc1cc(=O)oc2c(C(=O)/C=C/c3ccccc3)c(O)ccc12	-8	-1	1.5	1.1	-1.5	-10	-1	-2	-46
O=C(Nc1ccc2ccccc2c1)c1ccccc1O	-7	1	1	0.98	98*	2	20*	-7	-1
N#CCc1nn(-c2ccc(Cl)cc2)c(N)c1C#N	-8	-1	0.9	0.98	3.7	2	-1	-2	10
COC(=O)c1ccc2[nH]c([C@H](C)O)c([C@H](C)O)c2c1	12	4	1	1	-2.0	-4	-4	-7	-1
Cn1c(NCCO)nc2c1c(=O)n(Cc1ccc(F)cc1)c(=O)n2C	-1	-1	1.1	0.99	-0.4	1	-2	-5	-8
Cc1ccnc(SC2CC(=O)N(c3ccc(F)cc3)C2=O)n1 (centres undefined)	-4	-6	1.1	1	-0.2	0	0	0	-6
CC(CCN1CCC(n2nccc2NC(=O)c2ccccc2Cl)CC1)c1ccccc1 (centres undefined)	2	3	0.93	1.1	0.9	-5	-3	1	7
Cc1ccc2cc(C#N)c(N3CCN(C(=O)c4cccs4)CC3)nc2c1	-3	-2	0.78	0.97	3.0	3	-1	-4	22
CN(C(=O)COC(=O)c1ccc2[nH]c3c(c2c1)CCCC3)C1CCS(=O)(=O)C1 (centres undefined)	-3	-2	1.2	1.1	-0.7	-6	-3	0	-19
COc1ccc(N2CCN(C(=O)C3Cc4ccccc4CN3C(=O)c3ccccc3)CC2)cc1 (centres undefined)	-6	4	1.1	1	0.0	0	0	-3	-10
COC(CC(=O)NNC(=S)Nc1ccccc1)OC	-7	-1	1.1	0.96	-0.1	4	-1	-4	-5
CCc1noc(C)c1C(=O)NCCc1ccc(S(N)(=O)=O)cc1	-2	9	1.1	1	-3.7	-1	-1	-4	-14
CNCC(O)COc1ccccc1 (centres undefined)	2	2	1	1.1	-0.7	-5	3	0	-1
CC(C)(O)[C@@H]1Cc2c(ccc3ccc(=O)oc23)O1	-9	-5	1.3	1.1	-2.1	-10	-3	-4	-30
CC1CC(C(=O)Nc2ccccc2)C(=O)O1 (centres undefined)	-2	-2	0.98	1.1	0.6	-10	0	-2	2
COC(=O)c1ccc(CSc2ccccc2C)o1	-2	-1	0.91	0.96	0.7	4	-1	-3	9
COc1ccccc1CC(NC(C)=O)C(=O)NC1CCN(C(=O)Nc2ccc(F)cc2)CC1 (centres undefined)	-8	4	0.96	0.94	7.9	6	0	-4	4
Cc1ccc(F)c(C2=CC(=O)C[C@H](c3ccc(F)cc3)C2)c1	3	0	0.95	1	-1.2	0	1	-5	5
CO/N=C/NC(=O)C1=NOC(CNc2ncc(C(F)(F)F)cc2Cl)C1 (centres undefined)	-6	-3	1.2	0.99	-2.0	1	-2	0	-24
CCOc1cc(C(=O)N2CCCN(C)CC2)cc(OCC)c1OCC	-4	-2	1.2	1	0.2	-2	0	-1	-16
O=C(COC(=O)C1=NN(c2ccccc2)C(=O)CC1)Nc1ccc([N+](=O)[O-])cc1C(F)(F)F	-9	-4	1.1	0.87	-0.7	13	-2	0	-6
Cc1c(NC(=O)C(C)OC(=O)CCC2CCCC2)c(=O)n(-c2ccccc2)n1C (centres undefined)	-5	0	0.96	0.99	-2.6	0	1	-2	4
Cc1cc(C(=O)Cn2nnc(-c3ccc(Cl)cc3)n2)c(C)n1-c1ccccc1	0	4	1	0.97	4.5	3	2	0	-1
COc1ccccc1OCCC(=O)OCC(=O)Nc1cccc(Br)c1	-2	1	0.97	1	-0.4	-5	7	0	3
COc1ccc(-c2ccc(CCC(=O)O)n2C(C)C)cc1	-2	-4	1	0.92	0.7	8	1	-2	-2
O=C(Nn1cnc2ccccc2c1=O)c1ccc(Cl)c([N+](=O)[O-])c1	-11	-4	0.82	0.98	1.3	2	0	-2	18
CC12CCC3C(CCC4N(CCO)CCC34C)C1CCC2O (centres undefined)	-9	-3	1.1	1	0.5	-4	0	-2	-13
COc1ccccc1C(=O)NC(=O)COC(=O)c1nc(Cl)ccc1Cl	-12	-3	1.1	1	0.0	-1	0	1	-10

An excerpt from above in order of heavy-atom count, ascending.
SMILES	A3G deaminase	A3A deaminase	hIAP activ	mIAP activ	MPTP block	mIAP inh	GRIN3A LBD mod	MIN6 prolif	hIAP inh
O=C(Cn1nc(Cl)nc1Cl)c1ccc(F)cc1	-3	-1	0.96	1	0.1	-2	2	2	4
CCCSc1nnc(-c2ccccc2NC(=O)CC)c(=O)[nH]1	-5	-2	1.1	1	-0.4	-4	0	-1	-7
COc1ccc(-c2cc(C(F)F)n3ncc(C(=O)n4ccnc4C)c3n2)cc1	-3	0	1	0.99	-1.3	1	3	-4	-4

In the list so far, these have fluorine.
SMILES	A3G deaminase	A3A deaminase	hIAP activ	mIAP activ	MPTP block	mIAP inh	GRIN3A LBD mod	MIN6 prolif	hIAP inh
O=C(Nc1ccc(C(=O)N2CCC(O)(c3ccc(Cl)c(C(F)(F)F)c3)CC2)cc1)c1ccc(Br)o1	-12	-4	1.2	0.97	-2.6	3	3	-7	-22
COc1ccc(-c2cc(C(F)F)n3ncc(C(=O)n4ccnc4C)c3n2)cc1	-3	0	1	0.99	-1.3	1	3	-4	-4
O=C(Cc1ccc([N+](=O)[O-])cc1)N1N=C(c2ccncc2)CC1(O)C(F)(F)F (centres undefined)	-12	0	1	1.1	-2.5	-5	0	-2	0
COc1ccccc1OCCC(=O)OCC(=O)Nc1ccc(Br)cc1F	-6	-3	0.96	1	-0.3	-4	1	-1	4
O=C(Cn1nc(Cl)nc1Cl)c1ccc(F)cc1	-3	-1	0.96	1	0.1	-2	2	2	4
CC1(C)CC(=O)C=C(Nc2cccc(F)c2)C1	-8	-3	1	0.94	0.4	6	-4	-4	-2
Fc1ccc2cnc(-c3ccccc3)cc2c1	-3	-2	1	1.2	0.1	-18	1	-1	-1
Cn1c(NCCO)nc2c1c(=O)n(Cc1ccc(F)cc1)c(=O)n2C	-1	-1	1.1	0.99	-0.4	1	-2	-5	-8
Cc1ccnc(SC2CC(=O)N(c3ccc(F)cc3)C2=O)n1 (centres undefined)	-4	-6	1.1	1	-0.2	0	0	0	-6
COc1ccccc1CC(NC(C)=O)C(=O)NC1CCN(C(=O)Nc2ccc(F)cc2)CC1 (centres undefined)	-8	4	0.96	0.94	7.9	6	0	-4	4
Cc1ccc(F)c(C2=CC(=O)C[C@H](c3ccc(F)cc3)C2)c1	3	0	0.95	1	-1.2	0	1	-5	5
CO/N=C/NC(=O)C1=NOC(CNc2ncc(C(F)(F)F)cc2Cl)C1 (centres undefined)	-6	-3	1.2	0.99	-2.0	1	-2	0	-24
O=C(COC(=O)C1=NN(c2ccccc2)C(=O)CC1)Nc1ccc([N+](=O)[O-])cc1C(F)(F)F	-9	-4	1.1	0.87	-0.7	13	-2	0	-6

The order is random; about 5% have a hit in one of these screens.
